TRb SRC2 PPI: inhibitors of human thyroid hormone receptor beta-SRC2 interaction | P10828 | TRbeta-SRC2 peptide binding, fluorescence polarization; receptor liganded with 1 µM T3 | Potency, µM (highest dose often 106 µM), without a hit: at the highest dose activity change, negative = inhibition, usual class: inhibitors | hit rate 0.065% among 280,000;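 note: plate controls were bound peptide for no effect and peptide without receptor for full effect; nearly all actives have a fitted effect of over 50% in size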
Target sequence (P10828 whole entry, looked up): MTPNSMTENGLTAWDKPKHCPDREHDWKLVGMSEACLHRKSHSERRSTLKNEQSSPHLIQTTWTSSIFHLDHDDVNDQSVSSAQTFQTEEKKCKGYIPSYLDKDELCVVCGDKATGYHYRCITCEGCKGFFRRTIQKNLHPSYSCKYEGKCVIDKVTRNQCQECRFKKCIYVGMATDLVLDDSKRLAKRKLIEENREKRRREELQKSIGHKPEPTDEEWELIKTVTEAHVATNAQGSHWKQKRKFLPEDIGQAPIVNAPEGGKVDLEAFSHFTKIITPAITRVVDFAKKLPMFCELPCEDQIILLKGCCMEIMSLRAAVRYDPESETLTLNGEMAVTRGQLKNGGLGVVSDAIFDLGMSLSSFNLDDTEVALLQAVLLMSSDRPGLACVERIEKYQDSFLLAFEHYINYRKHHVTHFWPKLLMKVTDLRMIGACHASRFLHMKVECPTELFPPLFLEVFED
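A fluorescence polarization screen tested compounds at multiple concentrations against complex formation between 0.6 uM TRb ligand-binding domain and 20 nM Texas Red SRC2 peptide, with 1 uM T3 present; readout after 5 hr.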
TexasRed fluor: counter-screen for TRb-SRC2 inhibitors: fluorescence interference. TRb/SRC2 Texas Red total fluorescence interference. Potency, µM (doses to about 106 µM), for the others: at the highest dose fluorescence change, negative = quenching. hit rate 0.29% among 280,000. AID 1479; active = well fitted curve in either direction with a large enough effect; inconclusive = small, poorly fitted or top-dose-only effect; note: % is set by controls: 0 for no effect and ±100 for the full control effect
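Flags fluorescent or light-absorbing compounds by total fluorescence, S + 2P, at 555 nm excitation and 632 nm emission. Mixture: 20 nM Texas Red SRC2 peptide, 0.6 uM human TRb LBD, 1 uM T3, 5% DMSO; compound exposure 5 h at ambient temperature.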
JMJD2E inh: JMJD2E (human) inhibition; hit rate 1.6% among 230,000; Potency, µM (doses to about 57.1 µM), inactives show at the highest dose activity change, negative = inhibition, most hits filed as inhibitors; AID 2147; JMJD2E catalytic domain, FDH-coupled NADH fluorescence (FDH is formaldehyde dehydrogenase); B2RXH2; active = well fitted inhibition curve with a large enough effect, not every such curve was filed as active; inconclusive = small, poorly fitted or top-dose-only effect, or another doubt; inactive = no such curve, though single readings can be large or run the other way;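 note: 0% = wells with enzyme and -100% = buffer wells without enzyme; nearly all actives have a fitted effect of over 50% in size; many of its hits are not listed in these tables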
Target sequence (B2RXH2 1-337 limits assumed): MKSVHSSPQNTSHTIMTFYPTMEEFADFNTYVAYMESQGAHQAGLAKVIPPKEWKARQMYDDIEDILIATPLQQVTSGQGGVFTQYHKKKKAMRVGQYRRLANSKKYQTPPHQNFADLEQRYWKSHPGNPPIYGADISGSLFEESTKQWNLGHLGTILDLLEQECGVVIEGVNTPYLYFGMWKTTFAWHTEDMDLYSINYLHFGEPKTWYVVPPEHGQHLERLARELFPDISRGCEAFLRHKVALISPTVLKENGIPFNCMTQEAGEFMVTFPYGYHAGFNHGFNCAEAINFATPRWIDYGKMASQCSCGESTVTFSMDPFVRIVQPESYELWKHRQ
GoLoco inh red: blocks human Gai1 binding to RGS12 GoLoco peptide, red readout; Gai1:RGS12 GoLoco peptide FP, rhodamine, 10 min; Potency, µM (highest dose often 61.6 µM), for the others: top-dose activity, negative = inhibition, hits mostly inhibitors; hit rate 0.44% among 230,000; active = well fitted inhibition curve with a large enough effect, not every such curve was filed as active; inactive = no such curve, though single readings can be large or run the other way; note: % is set by controls: 0 for no effect and ±100 for the full control effect; nearly all actives have a fitted effect of over 30% in size; many of its hits are not listed in these tables
RECQ1 helicase: RECQ1 (human) helicase inhibition; P46063; RECQ1 DNA unwinding, red fluorescence kinetic read; Potency, µM (top dose mostly 57.3 µM), without a hit: at the highest dose activity, negative = inhibition, most hits filed as inhibitors; hit rate 0.54% among 240,000; AID 2549;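 note: plate controls were vehicle for no effect and no enzyme for full effect; nearly all actives have a fitted effect of over 30% in size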
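RECQ1T1 50 nM; forked duplex (20 bp + 30-nt ss tails) 200 nM, ATP 2 mM final; pH 8.0, 2 mM MgCl2, 2.5 ug/ml poly(dI-dC); 15 min compound preincubation; discontinuous kinetic read over 2 h at RT.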
LMNA splice mod: LMNA splicing modulation. HeLa LMNA splicing GFP/RFP minigene ratio, 48 h. Potency, µM (highest dose often 46.1 µM), without a hit: top-dose ratio change, negative = inhibition, most hits filed as inhibitors. hit rate 0.01% among 200,000. AID 1487; active = well fitted inhibition curve with a large enough effect in the signal ratio, with a control signal flat, not every such curve was filed as active; inconclusive = small, poorly fitted or top-dose-only effect, or effect the other way, or a change in a side signal; the % refers to the signal ratio; note: % is set by controls: 0 for no effect and ±100 for the full control effect
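S3 HeLa stable clones carrying a lamin A-EGFP splicing minigene plus DsRed2 were seeded at 600 cells/well in Opti-MEM with 2% FBS, pin-dosed and incubated 48 h at 37°C. Acumen cytometry (488 nm) gave the GFP/RFP total-intensity ratio.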
SMN2 splice up: increases expression of the SMN2 splice variant; HEK293 SMN2-luciferase splicing reporter, luminescence, 30-36 h; Potency, µM (series often up to 46.1 µM), inactives show at the top dose activity change, positive = activation, usual class: activators; hit rate 2.8% among 210,000; note: % of control where 0% means no effect; nearly all actives have a fitted effect of over 55% in size
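qHTS luciferase splicing reporter: luminescence rises when SMN2 exon 7 is included in transfected HEK293 cells. Compound exposure lasted 30-36 h at 37C, with 4.5 mM final sodium butyrate as control, followed by a ONE-Glo read.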
ALDH1A1 block: ALDH1A1 (human) enzyme inhibition; Potency, µM (doses to about 75.3 µM), inactives show at the highest dose activity, negative = inhibition, actives largely listed as inhibitors; P00352; hit rate 7.3% among 220,000; Purified ALDH1A1, NADH fluorescence, propionaldehyde substrate; active = well fitted inhibition curve with a large enough effect, not every such curve was filed as active; inconclusive = small, poorly fitted or top-dose-only effect, or another doubt; inactive = no such curve, though single readings can be large or run the other way;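 note: plate controls were no enzyme wells and a reference inhibitor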
An asterisk follows results filed as active; i = inactive; ? = inconclusive; / = not tested or not shown; [ ] = remark or other dose. Unless noted, calls come from the whole dose curve; as a rule, active = well fitted curve in the direction sought with a large enough effect; inconclusive = small, poorly fitted or top-dose-only effect, or another doubt; inactive = no such curve, though single readings can be large; an effect the other way counts as inactive or inconclusive. Potency is the fitted concentration of half-maximal effect. An excerpt; rates above refer to the full screens.

SMILES	TRb SRC2 PPI	TexasRed fluor	JMJD2E inh	GoLoco inh red	RECQ1 helicase	LMNA splice mod	SMN2 splice up	ALDH1A1 block
COc1ccc(S(=O)(=O)N2Cc3ccccc3CC2C(=O)Nc2ccc(O)cc2)cc1OC (configuration not stated)	-3%	1%	2%	-1%	9%	-20%	-18%	4%
O=C1/C(=C/c2cccnc2)CCc2c1[nH]c1ccccc21	-4%	-2%	-9%	23%	-6%	/	/	?
COc1ccc(NC(=O)c2c[nH]c(=O)n(-c3ccc(C)c(C)c3)c2=O)cc1OC	8%	-6%	-2%	1%	-8%	/	/	?
C/C(=N\NC(=O)CCn1nnc2ccccc21)c1cccs1	-1%	-1%	3%	3%	-8%	/	/	0%
Cn1c(CNc2ccc(Cl)cc2)nc2ccccc21	4%	4%	1%	1%	-2%	?	7.1µM*	4%
COc1cccc(CC2(CO)CCCN(S(=O)(=O)N(C)C)C2)c1 (configuration not stated)	1%	-1%	-3%	4%	-8%	-9%[46 µM]	/	0%
O=C(Cn1cc(C(=O)C2CC2)c2ccccc21)NC1CCCC1	-6%	-1%	2%	3%	0%	3%	-6%	3%
COc1ccc(-c2[nH]c3ccccc3c2SCCN)cc1	7%	-1%	?	1%	-6%	/	/	/
CN(C)CCCNC(=O)c1cc(C(=O)c2ccc(F)cc2)c[nH]1	-2%	-4%	7%	3%	i	1%[46 µM]	-4%	5%
CCCCOc1ccc(C(=O)Nc2cccc(C)n2)cc1	4%	0%	-4%	5%	i	?	?	10%
CC(/C=C1\SC(=S)N(NC(=O)c2ccc(O)cc2)C1=O)=C\c1ccccc1	-2%	0%	2%	-1%	-4%	?	?	?
CCCN(CCC)S(=O)(=O)c1ccc(C(=O)Nc2nnc(CSC)o2)cc1	1%	1%	?	5%	i	?	-49%[inhibitor]	12%
CCN(c1ccccc1)S(=O)(=O)c1ccc(C(=O)Nc2nnc(-c3ccco3)o2)cc1	4%	-1%	?	17%	-4%	-27%[9.22 µM]	-76%[inhibitor]	?
COc1ccc(-c2csc(NC(=S)NC(=O)/C=C/c3ccccc3)n2)cc1Br	-3%	1%	-4%	-17%	i	-1%[46 µM]	/	-21%
CCOC(=O)C(C)Sc1nc2ccccc2c(=O)n1CC1CCCCC1 (configuration not stated)	-9%	1%	-1%	-4%	i	9%	-10%	?
CCc1nnc(NC(=O)CCC(=O)NC2CCCc3ccccc32)s1 (configuration not stated)	4%[53 µM]	-1%[53 µM]	2%	23%	i	1%	?	5%
COc1cc(CN2CCNC(=O)C2CC(=O)N(Cc2nccn2C)C(C)C)cc(OC)c1 (configuration not stated)	1%	-3%	-14%	-3%	-5%	/	/	/
COc1ccc(NC(C)=O)cc1S(=O)(=O)Nc1ccc(C(=O)N2CCCC2)cc1	1%	-4%	-7%	-5%	-7%	/	/	/
Cc1cccc(OCCC(=O)Nc2ccc(F)c(F)c2)c1	-6%	0%	3%	-6%	0%	/	-7%	-6%
Cn1cccc1C(=O)N1CCC[C@@]2(CCN(C(c3ccccc3)c3ccccc3)C2)C1	/	/	/	9%	-8%	/	-17%	-6%
COc1ccc2c(c1OC)C(=O)N1c3ccccc3N=C(c3ccc([N+](=O)[O-])cc3)CC21 (configuration not stated)	-12%	-67%	4%	-7%	-10%	-13%	-3%	10µM*
CN1c2ccsc2C(O)=C(C(=S)Nc2ccccc2)S1(=O)=O	-1%	-1%	-16%	-1%	11%	-22%	-1%	?
O=C(Nc1cccc(O)c1)C1CCCN1C(=O)OCc1ccccc1 (configuration not stated)	-5%	4%	2%	12%	-12%	3%	-11%	3%
COc1cc(C2NC(=O)NC(C)=C2C(=O)OCC2CCCO2)cc(OC)c1OC (configuration not stated)	-2%	0%	-9%	-11%	-6%	?	/	8%
CCC(=O)N1CCN=C1SCc1ccccc1	-11%	-1%	2%	0%	-8%	-6%	-2%	16%

Random excerpt: 3 compounds from above.
SMILES	TRb SRC2 PPI	TexasRed fluor	JMJD2E inh	GoLoco inh red	RECQ1 helicase	LMNA splice mod	SMN2 splice up	ALDH1A1 block
CCCCOc1ccc(C(=O)Nc2cccc(C)n2)cc1	4%	0%	-4%	5%	i	?	?	10%
O=C(Cn1cc(C(=O)C2CC2)c2ccccc21)NC1CCCC1	-6%	-1%	2%	3%	0%	3%	-6%	3%
CCN(c1ccccc1)S(=O)(=O)c1ccc(C(=O)Nc2nnc(-c3ccco3)o2)cc1	4%	-1%	?	17%	-4%	-27%[9.22 µM]	-76%[inhibitor]	?

(further entries)
SMILES	TRb SRC2 PPI	TexasRed fluor	JMJD2E inh	GoLoco inh red	RECQ1 helicase	LMNA splice mod	SMN2 splice up	ALDH1A1 block
COCCNC(C(=O)Nc1ccc([N+](=O)[O-])cc1Br)c1ccccc1 (configuration not stated)	6%	-2%	-13%	12%	-11%	?	-24%	13µM*
O=C(NCCc1ccccc1F)[C@@H]1CSC2c3ccccc3C(=O)N21 (some centres not stated)	-8%	-2%	3%	2%	i	6%	-11%	-9%
CC1(C)CC(=O)c2cc(C(=O)N3CCN(CCO)CC3)c(=O)n(-c3ccc(Cl)cc3)c2C1	-1%	-11%	-1%	5%	0%	-3%	-7%	10%
C[C@]1(OC(=O)/C=C\c2ccccc2)C[C@@H](O)[C@@]2(O)C=CO[C@@H](O[C@H]3O[C@@H](CO)[C@@H](O)[C@@H](O)[C@@H]3O)[C@H]21	-1%[53 µM]	-3%[53 µM]	-3%[25.5 µM]	-3%[21.6 µM]	-2%[25.9 µM]	?	-7%[20.6 µM]	24%[20.9 µM]
CCOc1nc(OCC)c2cnn(C)c2n1	-3%	-1%	-3%	-4%	i	/	/	/
O=C(NCC1CCCO1)c1cccc(N2C(=O)C3C4C=CC(C4)C3C2=O)c1 (configuration not stated)	-13%	-1%	2%	9%	-4%	2%	-23%	16%
Cc1ccc(/C(O)=C2\C(=O)C(=O)N(Cc3cccnc3)C2c2ccccc2[N+](=O)[O-])cc1 (configuration not stated)	5%	-1%	-1%	1%	0%	0%	-7%	7.1µM*
O=C(COC(=O)/C=C/c1nc2ccccc2s1)Nc1ccccc1Oc1ccccc1	5%	-2%	?	-6%	-9%	-2%	-25%	?
Cc1ccc(/C=C/c2nnc(-c3cccc(C)c3)o2)cc1	-22%	0%	?	3%	-17%	-17%	19%	3%
C=CCn1c(SCc2ccc(C(=O)Nc3ccccc3)cc2)nnc1-c1ccccc1	-1%	-2%	?	-3%	-8%	-12%	-14%	-6%
CCn1c(=O)cc(SCC(=O)N2CCN(c3ccccn3)CC2)c2ccccc21	1%	-1%	3%	4%	7%	?	?	-5%
O=C(COc1ccc(Cl)cc1)NCc1nnc(SCC(=O)Nc2ccc(F)cc2F)o1	0%	-2%	2%	-8%	-4%	-1%[46 µM]	-21%	7%
CCCCCCNC(=O)c1c(O)c2cccc3c2n(c1=O)CCC3	1%	-1%	?	-4%	-12%	-3%	-24%	?
CCCCn1[nH]c(-c2ccccc2)cc1=O	-11%	-8%	-4%	38%[activator]	10%	0%	2%	-7%
Nc1cc2nc[nH]c2cc1N	2%	-19%	?	1%	1.8µM*	5%[46 µM]	3%	?
O=C(CSc1nnc(Cc2cc(=O)[nH]c(=O)[nH]2)n1-c1ccc(F)cc1)N1CCCCC1	-4%	0%	5%	0%	-3%	7%	9%	-13%
Cc1ccc(C(=O)N2CC(=O)Nc3ccc(F)cc3C2c2ccccc2)cc1[N+](=O)[O-] (configuration not stated)	-9%	4%	0%	3%	1%	-15%	-24%	-9%
COc1ccc(CC(=O)Nc2cc3oc4ccccc4c3cc2OC)cc1	-2%	0%	?	5%	-5%	?	14µM*	?
CCC(=O)Nc1ccc2c(c1)ncn2-c1ccccc1	-5%	-2%	0%	6%	0%	?	?	2%
CCOc1ccc(-c2nnc(-c3ccncc3)o2)cc1OCC	6%	-6%	-27%	8%	i	?	5%	0%
NC(=O)CSc1nc2sc(-c3ccccc3)cc2c(=O)n1N	-8%	-1%	?	-7%	0%	8%	9%	1%
COc1cc(C(F)(F)F)c(C(=O)N(C)Cc2cc(Cl)cc(Cl)c2)cn1	2%	-1%	1%	7%	-16%	/	/	/
Cc1nn(C)cc1C(C(=O)NC1CCCCC1)N(C(=O)Cn1nnc2ccccc21)c1ccc(F)cc1 (configuration not stated)	-1%	-5%	-6%	8%	i	-2%	-1%	14%
Fc1ccc(NC(=S)NCCc2ccc(Cl)cc2)cc1	3%	0%	-5%	0%	-1%	?	25%	-2%
C=C(C)CN(CC)c1nc(N)c2c(N)nc3c(c2c1C#N)CC(=O)N3C12CC3CC(CC(C3)C1)C2	-29%	-2%	-16%	14%	-17%	?	-7%	14%

Remaining list, next part
SMILES	TRb SRC2 PPI	TexasRed fluor	JMJD2E inh	GoLoco inh red	RECQ1 helicase	LMNA splice mod	SMN2 splice up	ALDH1A1 block
CC(C)Oc1ccccc1-c1nc(SCC(=O)O)n[nH]1	3%	2%	-4%	-9%	i	6%	/	6%
COc1cc(C(=O)Nc2ccc(Cl)c(C(F)(F)F)c2)cc(OC)c1OC	10%	-2%	-1%	1%	-6%	?	-8%[1.84 µM]	0%
CCOc1ccc(-n2c(=O)c3sccc3n(Cc3ccc(C)cc3)c2=O)cc1	-1%	-2%	-6%	-15%	i	2%[46 µM]	-4%	7%
O=c1c2sc(-c3ccccc3)cc2nc2n1CCCCC2	2%	-1%	-14%	6%	i	/	/	/
CCCOC(=O)C1[C@H]2C(=O)N(CCCOC)C[C@]23C=C[C@H]1O3 (some centres not stated)	-9%	-2%	23%	-11%	-1%	6%	?	15%
COc1ccc(NC(=S)NNC(=O)c2ccc(S(=O)(=O)N3CCOCC3)cc2)cc1	-3%	0%	4%	7%	i	-4%[46 µM]	10%	?
O=C1/C(=C/c2ccccn2)SC(=S)N1c1cccc(O)c1	-3%	-1%	6%	1%	-6%	/	/	/
COc1ccc(CCN2CC(C#N)=C3c4cc(OC)c(OC)cc4CCN3C2)cc1OC	0%	-7%	?	9%	-3%	-5%	-7%	?
CCn1nc(C)c(NC(=O)/C=C/c2cnn(C)c2)c1C	8%	2%	4%	11%	i	-2%	-7%	-2%
Cc1nc2ccccc2c(=O)n1/N=C/c1cn(-c2ccccc2)nc1-c1cccs1	1%	1%	-1%	11%	i	7%	-17%	-8%
